High-throughput results (PubChem BioAssay)
Peg3 imprint – qHTS Assay for Compounds that Induce Erasure of Genomic Imprints. Potency, µM (series often up to 60.7 µM), inactives show at the highest dose activity change, positive = activation, usual class: activators. mouse ES Peg3-LacZ reporter, beta-gal luminescence, 40 h. 110,000 tested, 0.02% active. AID 1948, 2009; active = well fitted activation curve with a large enough effect;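 note: 0% = negative control wells on the plate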
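Gelatin-coated wells received 300 freshly trypsinized female ES cells with a Peg3LacZ-Neo reporter on the maternal allele, then incubated 40 hours at 37C. BetaGlo was added for 5 minutes at room temperature before a single luminescence read.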
An asterisk follows results filed as active. Potency is the fitted concentration of half-maximal effect. These rows are one share of the data (hit frequency here may not be typical).

SMILES | Peg3 imprint
O=C(O)CNC(=O)c1ccccc1 | 9%
CCCCC(=O)O[C@]1(C(=O)CO)[C@H](C)C[C@H]2[C@@H]3CCC4=CC(=O)C=C[C@]4(C)[C@@]3(F)[C@@H](O)C[C@@]21C | 0%
COc1ccc(/C=C/C(=O)O)cc1 | -1%

Looked up above.
Result of COc1ccc(/C=C/C(=O)O)cc1 under Peg3 imprint: -1%
Result of CCCCC(=O)O[C@]1(C(=O)CO)[C@H](C)C[C@H]2[C@@H]3CCC4=CC(=O)C=C[C@]4(C)[C@@]3(F)[C@@H](O)C[C@@]21C under Peg3 imprint: 0%

Pulled by structure from the list above, two records:
SMILES | Peg3 imprint
COc1ccc(/C=C/C(=O)O)cc1 | -1%
O=C(O)CNC(=O)c1ccccc1 | 9%
